# Alkaline phosphatase = human TNAP enzyme inhibitors, biochemical, luminescent (AID 518) | 0.09% of 64,000 active | inhibition, % at 20 µM, or IC50 in µM where a hit was titrated | purified TNAP enzyme, luminescent substrate readout; higher % means a stronger effect; in the data active means a potency from the dose series; inactive means the rest, 99 in 100 with inhibition below about 22%;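 further: plate controls were vehicle for no effect and reference inhibitor for full effect; many of its hits are not listed in these tables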
# HPDE-C7K KRASV12 = cytotoxicity in KRAS-transformed pancreatic duct cells, primary screen, cell-based, fluorescence, HTS (AID 431). HPDE-C7K KRASV12 cells, Alamar Blue viability, 48 h; higher % means a stronger effect. cytotoxicity, % at 10 µM; hits with a dose series show EC50 in µM. 1.7% of 63,000 active;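 active means compounds whose percent cytotoxicity in the single-dose primary screen, scaled between solvent and toxic-drug controls, exceeds 50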;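 further: 0% = DMSO solvent wells and 100% = doxorubicin-treated wells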
# Spn MK inh = inhibitors of Streptococcus pneumoniae mevalonate kinase; purified MK, PK/LDH-coupled NADH absorbance 340 nm; inhibition, % at 10 µM; 0.48% of 65,000 active; AID 555;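 active means ranked among the strongest by inhibition in the single 10 µM screen, a fixed top-ranked set picked for dose follow-up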; further: no value below 0 was filed
# Spn DPM-DC inh = S. pneumoniae DPM-DC inhibition; purified DPM-DC, PK/LDH coupled NADH fluorescence; calls only at 10 µM; 0.49% of 65,000 active; AID 556;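 active means the 320 compounds with the highest percent inhibition in the single-dose primary screen, excluding strongly autofluorescent ones, cut at about 32% in these data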;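 further: kinetic rate of NADH fluorescence loss reporting ADP formed by the decarboxylase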
# Spn PMK inh = inhibitors of Streptococcus pneumoniae phosphomevalonate kinase; purified PMK, PK/LDH-coupled NADH absorbance 340 nm; 0.49% of 65,000 active; inhibition, % at 10 µM; AID 539;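 active means top-ranked compounds by inhibition in the single 10 µM screen, taking a fixed number of the strongest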;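 further: 0% = full reaction with DMSO carrier and 100% = background rate without enzyme reaction; no value below 0 was filed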
# HT1080 cytotoxicity = cytotoxicity in HT1080 fibrosarcoma cells, cell-based, fluorescence readout (AID 620) | HT1080 viability, fluorescence; higher % means a stronger effect | cytotoxicity, % at 10 µM; hits with a dose series show EC50 in µM | 0.42% of 87,000 active;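 further: cells exposed to compound overnight then 4 h with Alamar Blue; 0% = vehicle DMSO and 100% = killing control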
# Bfl-1 inhibitors = Bfl-1 inhibitors, primary screen, biochemical, fluorescence polarization, FITC-Bid, mouse (AID 432); FITC-Bid BH3 peptide fluorescence polarization displacement; higher % means a stronger effect; displacement, % at 20 µM; hits with a dose series show IC50 in µM; 0.02% of 64,000 active; in the data active means a potency from the dose series; inactive means the rest, 99 in 100 with displacement below about 15%; further: strong numbers were not always called active
# LYP phosphatase = inhibition of human PTPN22 tyrosine phosphatase – biochemical, DiFMUP fluorescence, recombinant catalytic domain, 10 µM, primary screen (AID 606); 52,000 tested, under 10 active; recombinant LYP catalytic domain, DiFMUP fluorescence; higher % means a stronger effect; inhibition, % at 10 µM, or IC50 in µM where a hit was titrated;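 active means IC50 under 40 µM in the dose-response test; inactive means IC50 of 40 µM or more, or never dose-tested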
# HPDE-C7 cytotoxicity = cytotoxicity in HPDE-C7 cells, cell-based, fluorescence, HTS (AID 430). HPDE-C7 pancreatic duct cells viability, fluorescence; higher % means a stronger effect. cytotoxicity, % at 10 µM, or EC50 in µM where a hit was titrated. 1.8% of 63,000 active;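 further: cells exposed to compound for 48 hours before viability readout; 0% = vehicle and 100% = reference cytotoxic drug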
# Spn PMK inh pilot replicates = further read-out of Spn PMK inh, marked with its call; inhibition, %; measured here: pilot screen replicates
# Spn MK inh pilot replicates = further read-out of Spn MK inh, marked with its call; inhibition, %; measured here: pilot screen replicates
# Spn DPM-DC inh pilot screen % = second read-out of Spn DPM-DC inh, no call of its own (marks repeat the call); inhibition, %; measured here: pilot screen trials
# Starred values were filed as active, the others as inactive; i = inactive; / = no result given; + = active, no number; [ ] = dose if it differs, or a comment. Unless noted, no stated cut-off is given here; in the data, active means cytotoxicity above about 50%; inactive means the rest.
SMILES,Alkaline phosphatase,HPDE-C7K KRASV12,Spn MK inh,Spn DPM-DC inh,Spn PMK inh,HT1080 cytotoxicity,Bfl-1 inhibitors,LYP phosphatase,HPDE-C7 cytotoxicity,others
COc1cccc(NC(=O)c2oc3ccccc3c2NC(=O)C(C)(C)C)c1,11%,18%,6,i,6,-6%,2%,-5%,14%,
Cc1ccc(C)c(S(=O)(=O)NCc2cccnc2)c1,10%,52%*,0,i,0,-1%,1%,-21%,40%,Spn PMK inh pilot replicates=0.0;Spn MK inh pilot replicates=0.0;Spn DPM-DC inh pilot screen %=2.5
CC(=O)N1CCN(CCN=CC2=C(O)CC(C)(C)CC2=O)CC1,8%,0%,10,i,0,1%,-5%,-6%,4%,
CCc1nnc(NC(=O)CCC(=O)N2CCCC2)s1,-5%,-22%,0,i,4,6%,-5%,-12%,-12%,
CCOc1ccc(C2NC(=O)c3n[nH]c(C)c32)cc1 (stereo not drawn),5%,5%,5,i,6,-5%,6%,6%,1%,
COC(=O)c1[nH]c2cccc(OC)c2c1NC(=O)CCN1CCN(c2ccccc2OC)CC1,4%,3%,12,+,13,-4%,-7%,-19%,-2%,
CC1CCCN(CC(=O)Nc2ccc(S(=O)(=O)NC3CCCCC3)cc2)C1 (stereo not drawn),2%,-5%,10,i,5,9%,-5%,3%,2%,
Cc1cc(NCCN2CCOCC2)n2nc(C)c(-c3ccccc3)c2n1,2%,-8%,7,i,10,-1%,-7%,/,-5%,Spn PMK inh pilot replicates=0.5;Spn MK inh pilot replicates=0.0;Spn DPM-DC inh pilot screen %=0.0
Cc1ccc2cc(C#N)c(SCC(=O)NCc3ccco3)nc2c1,6%,6%,5,i,10,7%,-10%,/,-4%,
CCOC(=O)c1ccccc1NC(=O)CN1C(=O)c2ccccc2S1(=O)=O,-5%,5%,6,i,8,0%,-8%,5%,14%,
O=C(O)C1CC=CCC1C(=O)Nc1cc(Cl)ccc1Cl (stereo not drawn),8%,-10%,4,i,6,2%,2%,9%,-1%,Spn PMK inh pilot replicates=2.5;Spn MK inh pilot replicates=1.0;Spn DPM-DC inh pilot screen %=0.5
CCCC1=C(C(=O)OCC)C(c2ccc(N(C)C)cc2)n2ncnc2N1 (stereo not drawn),11%,-8%,9,i,13,14%,1%,/,-4%,
CCOc1ccc(C2c3c(oc4ccccc4c3=O)C(=O)N2c2ccc(C)cn2)cc1OC (stereo not drawn),2%,8%,10,i,14,5%,-4%,7%,2%,
CCOc1cc(C(=O)N(C)Cc2cc3ccccc3[nH]c2=O)cc(OCC)c1OCC,7%,4%,12,i,14,16%,-2%,15%,1%,Spn PMK inh pilot replicates=2.5;Spn MK inh pilot replicates=0.0;Spn DPM-DC inh pilot screen %=3.5
CCCc1[nH]nc2c1C(c1cc(OC)cc(OC)c1)C(C#N)=C(N)O2 (stereo not drawn),5%,2%,7,i,0,1%,4%,-1%,-4%,
COC(=O)Cn1ccc(N(C)C)c(C#N)c1=O,14%,-6%,0,i,10,4%,-4%,5%,-2%,
Cc1cc(C)nc(Nc2ccccc2Br)n1,6%,-5%,0,i,21,-7%,2%,/,-17%,
O=C1CCc2cc(S(=O)(=O)N3CCC(C(=O)NC4CCCC4)CC3)ccc2N1,-4%,4%,5,i,0,-4%,31%,3%,1%,
Cc1cc(C(=O)OCC(=O)Nc2ncc(C(F)(F)F)cc2Cl)c(C)o1,6%,-15%,9,i,9,-8%,19%,3%,-31%,
O=C(CSc1nc2cc(S(=O)(=O)N3CCOCC3)ccc2o1)NC1CCCc2ccccc21 (stereo not drawn),11%,2%,13,i,6,-6%,0%,3%,-20%,Spn PMK inh pilot replicates=0.5;Spn MK inh pilot replicates=0.0;Spn DPM-DC inh pilot screen %=0.0

# Looked up one by one from above (three):
SMILES,Alkaline phosphatase,HPDE-C7K KRASV12,Spn MK inh,Spn DPM-DC inh,Spn PMK inh,HT1080 cytotoxicity,Bfl-1 inhibitors,LYP phosphatase,HPDE-C7 cytotoxicity,others
COc1cccc(NC(=O)c2oc3ccccc3c2NC(=O)C(C)(C)C)c1,11%,18%,6,i,6,-6%,2%,-5%,14%,
CCCc1[nH]nc2c1C(c1cc(OC)cc(OC)c1)C(C#N)=C(N)O2 (stereo not drawn),5%,2%,7,i,0,1%,4%,-1%,-4%,
CCOC(=O)c1ccccc1NC(=O)CN1C(=O)c2ccccc2S1(=O)=O,-5%,5%,6,i,8,0%,-8%,5%,14%,

# Going on with the list:
SMILES,Alkaline phosphatase,HPDE-C7K KRASV12,Spn MK inh,Spn DPM-DC inh,Spn PMK inh,HT1080 cytotoxicity,Bfl-1 inhibitors,LYP phosphatase,HPDE-C7 cytotoxicity,others
Cc1cccn2c(=O)c3cc(C#N)c(=O)n(-c4c(C)n(C)n(-c5ccccc5)c4=O)c3nc12,7%,-16%,6,i,5,1%,-4%,/,-7%,
COC(=O)c1ccccc1NC(=O)C(C)Oc1ccccc1 (stereo not drawn),7%,-16%,3,i,3,16%,-7%,-5%,-10%,
CCCOC(=O)CC1C(=O)NCCN1Cc1ccc(F)cc1 (stereo not drawn),0%,-8%,8,i,7,5%,-4%,8%,-5%,
CN(C)S(=O)(=O)c1ccc(C(=O)OCCCN=C2NS(=O)(=O)c3ccccc32)cc1,-2%,-8%,0,i,5,-4%,-9%,-4%,-20%,
CC(=O)Nc1cccc(C(=O)Nc2ccccc2C(=O)O)c1,16%,-12%,12,i,0,-6%,5%,-3%,-22%,
COC(=O)c1ccc(N2C(=O)CC(NCc3ccccc3)C2=O)cc1 (stereo not drawn),7%,-1%,0,i,0,0%,22%,10%,-3%,
O=C(Nc1ccc(N2CCOCC2)cc1)c1cc2ccccc2o1,22%,7%,0,i,3,2%,0%,/,-7%,Spn PMK inh pilot replicates=3.0;Spn MK inh pilot replicates=0.0;Spn DPM-DC inh pilot screen %=0.0
CS(=O)(=O)N(CC(=O)NCCSc1ccccc1)c1ccc2c(c1)OCO2,0%,-1%,12,i,9,5%,4%,-10%,12%,
CN(C1CCS(=O)(=O)C1)S(=O)(=O)c1ccc(C2CCCCC2)cc1 (stereo not drawn),9%,1%,8,i,5,-2%,1%,13%,-3%,
CCOc1ccc(N(CC(=O)NCc2ccccc2OC)S(C)(=O)=O)cc1,11%,-6%,11,i,13,-2%,-10%,-5%,-20%,
O=C(Nn1cnnc1)C(Sc1ccccc1)c1ccccc1 (stereo not drawn),19%,-10%,10,i,15,-17%,0%,/,-10%,
CCCc1n[nH]c2c1/C(=N/O)CC(c1ccccc1)C2 (stereo not drawn),4%,-26%,0,i,15,-7%,-2%,12%,-18%,Spn PMK inh pilot replicates=0.0;Spn MK inh pilot replicates=0.5;Spn DPM-DC inh pilot screen %=7.5
Cc1ccc(C)c(NC(=O)CN(C)S(=O)(=O)c2ccccc2)c1,14%,-15%,0,i,0,4%,-5%,8%,-6%,
Cc1oc2ncnc(N)c2c1C,10%,6%,11,i,10,-13%,4%,-7%,5%,
CN1C(=O)c2cccc3c(S(=O)(=O)NCc4ccco4)ccc1c23,4%,23%,4,i,7,9%,10%,-7%,8%,
Cc1onc(-c2c(Cl)cccc2Cl)c1C(=O)NCc1ccco1,7%,-2%,11,i,12,1%,2%,17%,-5%,
CN1C(=O)C(O)(C2COC(C)(C)CC2=O)c2cc(Br)ccc21 (stereo not drawn),10%,-26%,7,i,5,-56%,-3%,7%,-19%,
O=C1CCCCC1Sc1nnc(Cc2cccs2)n1CCc1ccccc1 (stereo not drawn),-1%,-5%,0,i,12,-6%,-5%,/,-14%,
O=C(NC(C(=O)c1ccccc1)N1CCCCC1)c1ccccc1 (stereo not drawn),12%,-16%,2,i,9,31%,-2%,8%,-27%,
O=c1[nH]cnc2cc(Cl)ccc12,7%,-17%,12,i,8,1%,-4%,/,-31%,
COCCOC(=O)c1cc(C(=O)c2cc(F)ccc2O)coc1=N,21%,-2%,10,i,16,-3%,5%,4%,12%,Spn PMK inh pilot replicates=4.0;Spn MK inh pilot replicates=1.0;Spn DPM-DC inh pilot screen %=20
Cc1cnc(NC(=O)C(C)N2C(=O)C3CC=CCC3C2=O)s1 (stereo not drawn),-1%,-1%,2,i,6,-7%,-6%,-5%,0%,
Cc1cc(NC(=O)Cn2cnc3sc(C)c(-c4ccccc4)c3c2=O)no1,11%,-14%,0,i,8,-2%,6%,-1%,-19%,
N#Cc1nc(-c2ccc(OCc3ccc(Cl)cc3)cc2)oc1N1CCOCC1,5%,-20%,10,i,9,2%,3%,4%,-20%,
CN1C(=S)SC(N(O)C(=O)Nc2ccccc2)C1(C)C (stereo not drawn),21%,5%,0,i,3,7%,2%,4%,-7%,
Cc1oc(C(=O)O)cc1CSc1nnc(-c2ccccc2)n1C,7%,3%,7,i,9,3%,-6%,8%,-2%,
CN1CCN(CC(=O)N(Cc2c(C#N)c3ccccc3n2C)c2ccccc2)CC1,0%,-1%,5,i,6,8%,1%,-5%,2%,
CCCCCOC(=O)Cc1c(O)c2ccccc2[nH]c1=O,12%,-12%,0,i,13,-12%,-6%,-13%,-18%,
CCC1(C)Cc2ccccc2-c2nc3n(c(=O)c21)CC(C(=O)O)S3 (stereo not drawn),8%,-3%,5,i,10,0%,-9%,2%,9%,
CCc1ccccc1NC(=O)c1nnn(CC(=O)Nc2cccc(C)c2)c1N,15%,-3%,1,i,8,3%,-3%,13%,-1%,
CCn1ncc(C2=NOC(C(=O)Nc3cnn(C45CC6CC(CC(C6)C4)C5)c3)C2)c1C (stereo not drawn),6%,-4%,0,i,1,-14%,-6%,14%,-12%,
O=C(CSc1ncn[nH]1)Nc1nc(-c2ccccc2)ns1,1%,14%,10,i,0,-6%,4%,3%,11%,
O=C(NCc1ccco1)NCC(F)(F)F,8%,-6%,6,i,4,1%,-5%,-16%,-7%,
CCOC(=O)N1CCN(C(=O)c2ccc3c(=O)n(CCc4ccccc4)c(=S)[nH]c3c2)CC1,3%,-10%,5,i,10,-2%,-5%,-19%,1%,
CCN1C(=O)c2cccc3c(NC(=O)c4cccc(N5C(=O)CCC5=O)c4)ccc1c23,2%,-11%,7,i,14,-1%,-5%,14%,-20%,
O=c1c(Cc2ccccc2O)c(O)nc2n1CCCS2,4%,7%,12,i,11,-10%,4%,-3%,4%,
CCOc1ccc2cc(C#N)c(SCC(=O)N3CCC(C)CC3)nc2c1,18%,43%,12,i[may fluoresce],9,-5%,-40%,3%,35%,Spn PMK inh pilot replicates=1.0;Spn MK inh pilot replicates=2.5;Spn DPM-DC inh pilot screen %=64
Cc1cc(OCCCC(=O)N2CCCCC2)cc(C)c1Cl,5%,-12%,15,i,4,-17%,4%,9%,3%,
O=C(Cc1ccccc1)CC1(O)C(=O)Nc2ccccc21 (stereo not drawn),4%,/,10,i,0,-12%,-11%,7%,/,
COc1cccc(C(=O)Nc2ccc(S(=O)(=O)NCc3ccco3)cc2)c1,10%,-15%,6,i,9,34%,-1%,21%,-8%,
Cc1[nH]c(=O)[nH]c1C(=O)CCCCC(=O)OCC(=O)Nc1ccccn1,7%,4%,0,i,13,2%,2%,-5%,-7%,

# Compound activity (PubChem)
